# From PubChem
# TEAD-YAP block: TEAD-YAP interaction inhibition; inhibition, % at 9.12 µM; actives 1.4% (n = 640,000); AID 1259422; HEK-TIYL cells, TEAD-Gal4/YAP UAS-luciferase luminescence; in the data active = inhibition above about 32%;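 also: 0% = median of test compound wells and 100% = reference inhibitor wells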
# GPR151 activ: human GPR151 activation; Q8TDV0; PathHunter beta-arrestin GPR151 cells, luminescence; activation, % at 11.2 µM; actives 1% (n = 650,000); in the data active = activation above about 4.9%;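 also: 0% = median of compound wells and 100% = cells with positive control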
# Target sequence (Q8TDV0 whole entry, looked up): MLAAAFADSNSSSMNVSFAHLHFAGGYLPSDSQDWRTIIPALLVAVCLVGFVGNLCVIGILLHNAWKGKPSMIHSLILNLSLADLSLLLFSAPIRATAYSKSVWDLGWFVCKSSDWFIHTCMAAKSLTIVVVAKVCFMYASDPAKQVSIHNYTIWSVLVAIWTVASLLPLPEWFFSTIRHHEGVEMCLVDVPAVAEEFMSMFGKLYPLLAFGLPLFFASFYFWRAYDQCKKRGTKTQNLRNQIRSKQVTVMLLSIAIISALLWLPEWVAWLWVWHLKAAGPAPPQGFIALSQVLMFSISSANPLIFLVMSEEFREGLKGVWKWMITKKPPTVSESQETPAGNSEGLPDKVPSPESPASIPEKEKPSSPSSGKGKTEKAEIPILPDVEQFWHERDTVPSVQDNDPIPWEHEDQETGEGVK
# FBW7 act: activators of human E3 ligase FBW7. AlphaScreen FBW7–phospho-cyclin E peptide binding, activator screen. normalized activity (activation), % at 26.1 µM. actives 0.13% (n = 650,000). AID 1259310; in the data active = normalized activity above about 1.9%;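 also: purified mutant Fbw7 with reduced substrate affinity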
# MITF primary: inhibitors of human MITF | inhibition, % at 2.6 µM | O75030 | actives 0.91% (n = 650,000) | AlphaScreen MITF homodimerization, bead proximity signal; in the data active = inhibition above about 50%;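 also: 0% = vehicle wells with protein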
# Target sequence (O75030 whole entry, looked up): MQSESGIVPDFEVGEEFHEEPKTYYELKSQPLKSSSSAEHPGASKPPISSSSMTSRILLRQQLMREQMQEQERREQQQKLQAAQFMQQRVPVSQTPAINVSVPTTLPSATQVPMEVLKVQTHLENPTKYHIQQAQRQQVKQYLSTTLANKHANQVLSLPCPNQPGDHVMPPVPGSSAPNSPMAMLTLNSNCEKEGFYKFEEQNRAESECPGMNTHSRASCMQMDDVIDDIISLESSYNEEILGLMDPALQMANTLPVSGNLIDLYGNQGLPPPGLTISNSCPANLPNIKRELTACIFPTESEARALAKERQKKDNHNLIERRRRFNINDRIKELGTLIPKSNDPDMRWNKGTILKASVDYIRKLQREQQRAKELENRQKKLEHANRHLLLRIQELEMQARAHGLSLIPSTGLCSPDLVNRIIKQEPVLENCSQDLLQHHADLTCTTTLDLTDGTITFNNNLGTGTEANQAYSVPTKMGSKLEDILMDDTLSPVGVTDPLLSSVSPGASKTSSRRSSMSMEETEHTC
# * marks the source's active call; other numbers are inactive results; & = joins results of further samples; ! = not confirmed by another sample. The order is random, and some 3.4% of all compounds hit somewhere here.
# Every second line gives: TEAD-YAP block	GPR151 activ	FBW7 act	MITF primary
[1] CCOCCOC(=O)C1=C(C)NC2=C(C(=O)CCC2)C1c1ccc(F)c(F)c1 (centres undefined)
→ 7&10	12*!	-0.1&0.2	6&4
[2] Cc1cccc(N2CCN(c3ncnc4c3cnn4-c3ccc(Cl)cc3)CC2C)c1 (centres undefined)
→ 9	1.1	0.6	13
[3] Cn1c(=O)c(=O)n(C)c2cc(S(=O)(=O)CCC(=O)NC3CCCCC3)ccc21
→ -4	-0.1	-0.1	-2
[4] CN(C)CCCN1C(=O)C(O)=C(C(=O)c2ccco2)C1c1cccs1 (centres undefined)
→ -3	0.0	0.0	16
[5] Fc1ccc(CNc2c(-c3cc4c(cc3Cl)OCO4)nc3cnccn23)cc1
→ -4	0.5	0.3	-5
[6] COc1cc(-c2nc(Nc3ccc(OCc4ccccc4)cc3)c3ccccc3n2)cc(OC)c1OC
→ 10	-0.2	0.1	5
[7] Cc1ccc(CNC(=O)c2ccc3c(c2)NC(=O)c2ccccc2N3)cc1
→ -3	-0.6	-0.2	10
[8] CCN1CCN(C(=O)CCc2nc3cccnc3n2Cc2cccs2)CC1
→ 4	0.9	0.2	4
[9] COc1cc(NS(=O)(=O)c2c(C)ccc3nsnc23)c2ncccc2c1
→ 0	0.3	-0.1	-5
[10] Cc1ccccc1Cn1cnc2c(cnn2CCNC(=O)CCc2ccccc2)c1=O
→ 15	-0.3	0.3	9

# The final three compounds of the section before come first, to join the parts:
# Every second line gives: TEAD-YAP block	GPR151 activ	FBW7 act	MITF primary
[8] CCN1CCN(C(=O)CCc2nc3cccnc3n2Cc2cccs2)CC1
→ 4	0.9	0.2	4
[9] COc1cc(NS(=O)(=O)c2c(C)ccc3nsnc23)c2ncccc2c1
→ 0	0.3	-0.1	-5
[10] Cc1ccccc1Cn1cnc2c(cnn2CCNC(=O)CCc2ccccc2)c1=O
→ 15	-0.3	0.3	9
[11] COc1ccccc1Nc1ccc2ccccc2c1
→ -30	1.3	-0.1	4
[12] COc1cc(-c2nc3ccc(Br)cc3c(=O)o2)cc(OC)c1OC
→ 8	0.0	0.1	1
[13] OCCC1CN(C/C=C/c2ccccc2)CCN1Cc1cccs1 (centres undefined)
→ 5	2.7	0.0	9
[14] CCCCc1cc2nnc(SCC(N)=O)n2c(N)n1
→ -3	0.6	-0.3	16
[15] O=C(c1cccs1)N1CCCn2c1nc1ccccc12
→ -4	-1.4	0.0	-9
[16] Cc1ccc(-n2cnn(CC(=O)O)c2=O)cc1
→ 8	0.1	0.2	12
[17] CC(C)CNC(=O)CSc1nc2ccccc2s1
→ 2	-0.4	0.3	6
[18] COc1ccc(N2C(=O)C3C4C=CC(C)(O4)C3C2=O)c([N+](=O)[O-])c1 (centres undefined)
→ 0	0.1	0.0	0
[19] CCC1CCCCN1C(=O)CSc1nc2ccccc2n1CC(=O)N1CCCC1 (centres undefined)
→ 9	0.7	0.0	3
[20] CC(=O)Nc1cccc(NC(=O)C2CCCO2)c1 (centres undefined)
→ 0	1.9	-0.2	10

# Every second line gives: TEAD-YAP block	GPR151 activ	FBW7 act	MITF primary
[21] CC1=C(C(=O)NC2CCCC2)C2(CCC(C)CC2)OC1=O (centres undefined)
→ 4	-0.6	-0.2	5
[22] Cc1ccc(SCC(=O)N2CCN(c3ccc(F)cc3)CC2)cc1
→ -2	-1.3	0.3	6
[23] O=C(CCN1CCOCC1)Nc1cc(C(=O)Nc2ccc(OC(F)(F)F)cc2)ccc1N1CC2CC(C1)c1cccc(=O)n1C2 (centres undefined)
→ -9	0.9	-0.3	-6
[24] Cc1ccc(C(=O)Nc2ccc(-c3nc4cc(C)ccc4o3)cc2)c(Cl)c1
→ -16	0.1	0.1	-5
[25] CCN(CC)C(=O)[C@@H]1C[C@@H](NCc2ccc(F)cc2)CN1Cc1ccccc1Cl
→ -2	2.7	0.1	3
[26] Cc1cccc(N2C(=O)CCC2=O)n1
→ -3	-1.8	0.1	-6
[27] O=C(Nc1c2c(nn1-c1ccc([N+](=O)[O-])cc1)CS(=O)(=O)C2)c1cc2ccccc2oc1=O
→ 3	1.1	-0.1	-5
[28] O=C(Nc1ccc(Cc2ccncc2)cc1)C1CCCN1S(=O)(=O)c1ccccc1 (centres undefined)
→ 24	0.3	0.1	6
[29] O=C(COC(=O)c1ccccc1F)c1ccc(Br)cc1
→ 9	-0.4	-0.1	2
[30] Cc1ccc(S(=O)(=O)Nc2ccccc2C(=O)Nc2nc3c(s2)C(=O)CC(C)(C)C3)cc1
→ 10	2.5	-0.1	3

# Every second line gives: TEAD-YAP block	GPR151 activ	FBW7 act	MITF primary
[31] Cc1cccc(C)c1NC(=O)C1(N(C)C(=O)CSc2nc3ccccc3o2)CCCCC1
→ 6	-0.5	-0.1	5
[32] CCOc1ccc(C(=O)Nc2cccc(-c3cc4ccccc4oc3=O)c2)cc1Cl
→ 8	4.5	0.2	-6
[33] Cc1ccsc1/C=N/Nc1nc2ccccc2[nH]1
→ -42	-2.9	0.5	-1
[34] C=CCOC(=O)c1ccc2c(c1)C(=O)N(c1ccccc1)C2=O
→ -3	-4.9	-0.1	5
[35] O=C(NCc1ccncc1)C(=O)NCC1OCCCN1S(=O)(=O)c1ccc(F)cc1 (centres undefined)
→ -1	-1.1	0.0	-8
[36] O=C1CCC(CCNCc2ccncc2)N1Cc1cccc(F)c1 (centres undefined)
→ 3	-1.3	0.5	16
[37] CC(Nc1n[nH]c(=O)[nH]c1=O)C(=O)N/N=C/c1ccc(Cl)cc1Cl (centres undefined)
→ 3	-1.4	0.1	5
[38] O=C(c1ccn[nH]1)N1CCc2c(nc(N3CCCCC3)[nH]c2=O)C1
→ -2	0.3	0.0	7
[39] CCOCCCn1c(=S)[nH]c2cc(C(=O)N3CCN(Cc4ccc5c(c4)OCO5)CC3)ccc2c1=O
→ 43*	2.1	0.2	6
[40] CC(C)c1ccc(NC(=S)NNC(=O)C2CC2)cc1
→ 4	-0.6	1.0	20

# Entries listed so far that have a thiophene ring, fused or not (5):
# Every second line gives: TEAD-YAP block	GPR151 activ	FBW7 act	MITF primary
[4] CN(C)CCCN1C(=O)C(O)=C(C(=O)c2ccco2)C1c1cccs1 (centres undefined)
→ -3	0.0	0.0	16
[8] CCN1CCN(C(=O)CCc2nc3cccnc3n2Cc2cccs2)CC1
→ 4	0.9	0.2	4
[13] OCCC1CN(C/C=C/c2ccccc2)CCN1Cc1cccs1 (centres undefined)
→ 5	2.7	0.0	9
[15] O=C(c1cccs1)N1CCCn2c1nc1ccccc12
→ -4	-1.4	0.0	-9
[33] Cc1ccsc1/C=N/Nc1nc2ccccc2[nH]1
→ -42	-2.9	0.5	-1

# Later entries
# Every second line gives: TEAD-YAP block	GPR151 activ	FBW7 act	MITF primary
[41] COc1cccc(C(=O)N2CCN(Cc3ccc4ccccc4c3)CC2)c1
→ 9	-0.8	-0.3	7
[42] O=C(/C=C\c1ccco1)Oc1cccc2cccnc12
→ -1	0.7	-1.6	32
[43] CC1CN(CCC(=O)NCCc2ccco2)Cc2ccccc2O1 (centres undefined)
→ -7	-1.1	0.0	4
[44] Cc1ccc(Cl)cc1NC(=O)c1cnn2c1NC(c1ccco1)CC2C(F)(F)F (centres undefined)
→ -5	0.1	-0.1	12
[45] O=C1OC(c2cccc(F)c2)=N/C1=C\C=C\c1ccccc1
→ -4	0.3	0.0	11
[46] O=C1NC(c2ccc(Cl)c(Cl)c2)Sc2ccccc21 (centres undefined)
→ -4	1.0	-0.1	3
[47] CCOC(=O)C1CCN(C(c2ccc(OC)cc2)c2c(O)cc(C)n(Cc3ccccc3)c2=O)CC1 (centres undefined)
→ -4	1.4	-0.1	4
[48] C=CCOc1c(Cl)cc(C2C(C(=O)OCC)=C(C)NC3=C2C(=O)c2ccccc23)cc1OC (centres undefined)
→ -20	-0.8	-0.1	0
[49] COc1cc(=O)n2c(c1C(=O)NC(C)c1ccco1)CCN(C(=O)c1ccccc1)CC2 (centres undefined)
→ -15	2.8	-0.1	6
[50] CN(C)CCN(Cc1cc2cc3c(cc2[nH]c1=O)OCO3)C(=O)Nc1ccccc1
→ 12	1.6	-0.1	3

# Every second line gives: TEAD-YAP block	GPR151 activ	FBW7 act	MITF primary
[51] COc1ccc(-c2cn3c4ccccc4n(CCN4CCCCC4)c3n2)cc1OC
→ -2	-1.0	0.7	-8
[52] COc1cccc(NC(=O)c2sc3nc4c(c(-c5cccs5)c3c2N)CCCCC4)c1
→ -9	2.2	0.0	-6
[53] COc1cccc2sc(Nc3nnc(-c4ccccc4Cl)o3)nc12
→ 46*	0.6	-0.2	4
[54] Clc1ccccc1-c1cncnc1C1CCCN(Cc2ccncc2)C1 (centres undefined)
→ -10	0.4	0.0	3
[55] CCCCOC(=O)Nc1nnc(Cc2ccc([N+](=O)[O-])cc2)s1
→ -11	1.6	-0.1	-4
[56] CCOc1c(Br)cc(/C=C2\C(=O)ON=C2C)cc1OC
→ -8	1.5	-0.1	78*
[57] CC1CC(C)CN(C(=O)c2c[nH]c3ccc(S(=O)(=O)N(C)c4ccc(Br)cc4)cc3c2=O)C1 (centres undefined)
→ 0	-1.2	-0.1	-7
[58] Cc1cc(C)cc(Nc2nc3ccc(Cl)cc3n3nnnc23)c1
→ 10	0.1	0.4	-2
[59] COc1ccc2c(c1)c(C(=O)COc1ccccc1)c(C)n2C
→ 0	0.9	-0.2	4
[60] COCCSc1ccccc1C(=O)NCc1ccc(S(N)(=O)=O)cc1
→ 8	0.7	-0.1	-7

# Every second line gives: TEAD-YAP block	GPR151 activ	FBW7 act	MITF primary
[61] O=C(N1CCC(Cn2cccn2)CC1)C1(c2ccc(Cl)cc2)CCCC1
→ 0	-1.0	0.9	-6
[62] COC(=O)c1ccccc1S(=O)(=O)N1CCC(C(=O)OCC(=O)c2ccc[nH]2)CC1
→ -8	0.4	-0.1	-2
[63] Cc1ccc(/C=C2N=C(/C=C\c3cccc([N+](=O)[O-])c3)OC/2=O)cc1
→ 8	0.6	0.5	6
[64] COc1cccc(N2C(=O)/C(=C\N3CCCCC3)C(=O)NC2=S)c1
→ 3	1.1	0.0	0
[65] Cc1cccc(Nc2nc(-c3ccc(I)cc3)cs2)c1
→ -33	-1.9	0.2	8
[66] CCOC(=O)C1=C(C)NC(=S)NC1c1ccc(OC(C)C(=O)OCC)cc1 (centres undefined)
→ 6	-1.4	-0.2	-2
[67] O=C(NCc1cccs1)C(c1ccccc1)N1Cc2ccccc2C1=O (centres undefined)
→ 4	1.4	-0.1	3
[68] CN(C)CCCN1C(=O)C(=O)/C(=C(\O)c2ccc(Cl)cc2)C1c1ccccc1F (centres undefined)
→ -5	0.7	-0.1	35
[69] CCC(CC)C(=O)N(c1ccccc1)C1C=CS(=O)(=O)C1 (centres undefined)
→ -3	1.4	0.1	-14
[70] CCCc1cc(=O)[nH]c(SCC(=O)Nc2nonc2N)n1
→ -2	-0.9	0.4	17

# Every second line gives: TEAD-YAP block	GPR151 activ	FBW7 act	MITF primary
[71] COc1cc(C2Nc3ccccc3NC3=C2C(=O)CC(c2ccccc2)C3)ccc1OC(C)=O (centres undefined)
→ 14	0.7	-0.2	8
[72] CSc1ccc(Cn2ncc(Cl)c(Cl)c2=O)cc1
→ 9	0.2	0.1	0
[73] COc1ccc(C(=O)NCCCn2nc(C(F)(F)F)cc2C2CC2)cc1OC
→ 13	-0.4	0.2	17
[74] CCc1c(C)nc2c(-c3cccs3)c(C)nn2c1C
→ -16	-0.5	-0.1	-11
[75] CCS(=O)(=O)/N=C(\NO)c1ccccc1
→ 2	0.2	0.2	22
[76] O=c1c([N+](=O)[O-])c(O)c2ccccc2n1Cc1ccccc1
→ 6	-1.6	0.2	16
[77] COC(=O)c1ccc(C(=O)OC)c(NC(=O)C2c3ccccc3Oc3ccccc32)c1
→ 7	-0.7	0.3	6
[78] O=C(/C=C/c1ccccc1)NC1CC2CCC1C2 (centres undefined)
→ -57&-53	-0.7&-0.8	0.0&0.0	5&-18
[79] CCOc1c(OC)cc(C2C(C#N)=C(N)Oc3n[nH]c(-c4ccc5c(c4)OCO5)c32)cc1OC (centres undefined)
→ -2	0.1	-0.2	3
[80] Cc1ccc(-n2c(SCC(N)=O)nnc2-c2ccccc2O)c(C)c1
→ -3	-1.7	-0.1	-16

# Every second line gives: TEAD-YAP block	GPR151 activ	FBW7 act	MITF primary
[81] CC1=C/C(=N\OS(=O)(=O)c2ccccc2)C(C(C)C)=CC1=O
→ -9	8.5*	-0.1	20
[82] Cc1sc2nc(-c3ccccc3F)oc(=O)c2c1C
→ 10	-5.3	0.0	-4
[83] COC(=O)c1ccc(CN2CCc3nnc(CNC(=O)c4ccccn4)n3CC2)cc1
→ 15	0.4	0.1	-3
[84] COc1cccc(NC(=O)CSc2nnc(-c3cc(OC)c(OC)c(OC)c3)c(-c3cc(OC)c(OC)c(OC)c3)n2)c1
→ 10	2.2	-0.2	0
[85] N#CC1=C(N)Oc2n[nH]c(-c3cccs3)c2C1c1ccc(Cl)cc1 (centres undefined)
→ -5	1.4	-0.1	-2
[86] NC(=O)c1cccc(-c2ccc(C(=O)NC3CC3)cc2)n1
→ -13	-0.4	-0.1	-8
[87] Cc1cccc(N2CCN(c3ncnc4c3c(-c3ccccc3)cn4-c3ccc(F)cc3)CC2C)c1 (centres undefined)
→ 1	1.4	0.3	20
[88] FC(F)(F)c1ccccc1NC1=NCCC1
→ -1	-0.1	-0.1	-9
[89] Cc1ccsc1CNCC(=O)O
→ -3	1.2	0.2	14
[90] CCC(C)NS(=O)(=O)c1ccc(F)c(C(=O)Nc2ccc(F)c(F)c2)c1 (centres undefined)
→ 5	0.5	-0.1	-11
[91] CN(C)c1ccc(/C=C(\C#N)c2[nH]nc(N)c2C#N)cc1
→ -8	-0.7	-0.1	2
